hcGAS inh: inhibitors of human cGAS; Q8N884; recombinant h-cGAS, ATP depletion, Kinase-Glo luminescence; inhibition, % at 12.5 µM; 290,000 compounds, 0.081% hits; AID 1259398;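 note: 0% = vehicle reaction and 100% = reaction without DNA for no activity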
Target sequence (Q8N884 whole entry, looked up): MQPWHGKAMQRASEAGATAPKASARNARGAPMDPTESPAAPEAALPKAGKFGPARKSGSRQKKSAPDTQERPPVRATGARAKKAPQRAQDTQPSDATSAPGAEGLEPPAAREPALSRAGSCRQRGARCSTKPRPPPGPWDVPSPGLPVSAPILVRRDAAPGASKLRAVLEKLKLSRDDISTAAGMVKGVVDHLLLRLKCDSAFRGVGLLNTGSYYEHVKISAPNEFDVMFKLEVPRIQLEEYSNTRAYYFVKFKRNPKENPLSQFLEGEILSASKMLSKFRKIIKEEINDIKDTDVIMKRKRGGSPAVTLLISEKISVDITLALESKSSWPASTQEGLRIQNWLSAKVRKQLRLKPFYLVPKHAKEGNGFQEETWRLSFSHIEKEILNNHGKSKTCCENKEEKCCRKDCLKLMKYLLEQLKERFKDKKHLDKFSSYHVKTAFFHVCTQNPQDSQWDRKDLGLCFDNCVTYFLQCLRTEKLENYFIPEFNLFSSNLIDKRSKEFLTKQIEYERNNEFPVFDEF
NPYLR7 ag: activates Aedes aegypti NPYLR7 receptor; activation, % at 10 µM; 270,000 compounds, 0.15% hits; HEK293T NPYLR7/Galpha15, GCaMP6s calcium fluorescence; in the data active = activation above about 40%;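 note: 0% = vehicle and 100% = reference agonist at the receptor; some compounds past the cut are filed as inactive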
mcGAS inh: blocks mouse cGAS activity; inhibition, % at 12.5 µM; AID 1259399; Q8C6L5; 160,000 compounds, 0.15% hits; recombinant cGAS, Kinase-Glo ATP depletion luminescence;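 note: 0% = negative control wells and 100% = reference inhibitor with no enzyme activity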
Numbers without * were called inactive; / = not tested or not shown; & = joins results of further samples. Cut-off read from the data, not from the text of the source, unless noted: active = inhibition above about 40%; inactive = the rest.

Sample of the layout, five compounds:
1	CN(C(=O)c1cccc(Cn2cccn2)c1)C1Cc2ccccc2C1
2	COC(=O)c1[nH]ncc1CN1CCCCC1CCc1ccc(O)cc1 (stereo unspecified)
3	c1ccc2c(CN3CCCCC3CCn3ccnc3)ccnc2c1 (stereo unspecified)
4	COc1ccccc1C(=O)N1CCN(C(=O)CCCSc2nnc(-c3ccccc3)n2-c2ccccc2OC)CC1C (stereo unspecified)
5	COc1cccc(Cc2nsc(N3CCC(CNC(=O)Nc4c(C(C)C)cccc4C(C)C)CC3)n2)c1
assay / compound	1	2	3	4	5
hcGAS inh	-4	-4	-7	-4	-18
NPYLR7 ag	3	4	-5	-5	-11
mcGAS inh	-21	-11	-11	-6	-8

This part in full, previewed entries included:
1	CN(C(=O)c1cccc(Cn2cccn2)c1)C1Cc2ccccc2C1
2	COC(=O)c1[nH]ncc1CN1CCCCC1CCc1ccc(O)cc1 (stereo unspecified)
3	c1ccc2c(CN3CCCCC3CCn3ccnc3)ccnc2c1 (stereo unspecified)
4	COc1ccccc1C(=O)N1CCN(C(=O)CCCSc2nnc(-c3ccccc3)n2-c2ccccc2OC)CC1C (stereo unspecified)
5	COc1cccc(Cc2nsc(N3CCC(CNC(=O)Nc4c(C(C)C)cccc4C(C)C)CC3)n2)c1
6	Cc1n[nH]c(C)c1CCN(C)C(=O)c1cn(CC2CCCO2)nn1 (stereo unspecified)
7	Cc1cccc2c1C(NC(=O)c1cccc3ccnn13)C(=O)N2 (stereo unspecified)
8	CCOC(=O)C1CCN(C(=O)c2cccc(CSc3nc(Cl)cc(N(C)Cc4ccccc4)n3)c2)CC1
assay / compound	1	2	3	4	5	6	7	8
hcGAS inh	-4	-4	-7	-4	-18	2	-4	1
NPYLR7 ag	3	4	-5	-5	-11	-11	0	-1
mcGAS inh	-21	-11	-11	-6	-8	2	1	-4

9	CCCCOc1ccc(C(=O)N2CCC3(CC2)NC(=O)c2cccc(C)c2N3)cc1
10	O=C(c1ccc(CSc2nc3ccc(Cl)cc3o2)cc1)N1C2CCC1CC(Oc1ccc(F)cc1F)C2 (stereo unspecified)
11	Cc1ccc(-n2cccn2)c(-c2c(-c3ccccc3)ncn2C[C@H](C)O)c1
12	CC(=NNC(=O)c1cc(C)oc1C)c1ccc(Br)s1
13	CCCc1cnc(C)nc1-c1ccn[nH]1
14	CC1=CC[C@H](C2(C)CC(C(=O)O)=NO2)CC1=O (stereo partly specified)
15	Cc1ncc(C)c(N2C[C@H](NC(=O)CCC(F)(F)F)[C@@H](C(C)C)C2)n1
16	COC(=O)c1cnc(Nc2nc(C(N)c3ccccc3Cl)cs2)nc1C(F)(F)F (stereo unspecified)
assay / compound	9	10	11	12	13	14	15	16
hcGAS inh	-4	-18	-5	0	0	-8	6	-8
NPYLR7 ag	-2	9	3	6	-2	4	/	-6
mcGAS inh	-3	-8	-16	-1	/	/	-6	-8

17	O=c1ccc2ccc(O[C@@H]3O[C@H](CO)[C@@H](O)[C@H](O)[C@H]3O)c(O)c2o1
18	Cc1ccccc1-n1ncc(C(C)NC(=O)c2cccs2)c1C (stereo unspecified)
19	COC(=O)c1cccc(NC(=O)C2COc3ccccc3O2)c1 (stereo unspecified)
20	Cc1nc(C(C)NC2CCN(CCc3ccccc3)CC2)n[nH]1 (stereo unspecified)
21	CCc1ccc2oc(-c3ccc(NC(=O)c4cccc(Cl)c4Cl)cc3)nc2c1
22	O=C(/C=C/c1ccccc1Cl)Nc1nnc(-c2ccncc2)o1
23	COc1ccccc1C1CC(c2ccc(F)cc2)=NN1C(=O)CN1CCN(c2ccccc2F)CC1 (stereo unspecified)
24	Cc1cc(NC(=O)CCN(C)C(C)c2ccccc2Cl)no1 (stereo unspecified)
assay / compound	17	18	19	20	21	22	23	24
hcGAS inh	-2	-5&-1	-4	-4	-4	5	-7	-13
NPYLR7 ag	3	1&1	0	8	-2	12	-1	-1
mcGAS inh	-5	/	-8	/	-6	26	-4	-14

25	CC1CN(C(=O)CCCSc2nnc(Cc3ccccc3)n2-c2ccc(Cl)c(Cl)c2)CCN1C(=O)c1ccc(Cl)c(Cl)c1 (stereo unspecified)
26	O=C(OCc1cc(-c2ccccc2F)on1)c1c[nH]c2ccccc12
27	Cc1cc(NC(=O)c2cccc3ccccc23)n(-c2nc(C)c(C)c(=O)[nH]2)n1
28	COc1ccc(C(=O)Nc2cccnc2)cc1[N+](=O)[O-]
29	CNC(=O)[C@H]1C[C@]2(CCCCN(CCO)C2=O)N(C(=O)COc2ccccc2)[C@H]1c1ccccc1
30	CCCCOc1ccc(C(=O)Nc2cc3c(cc2Cl)OCCCO3)cc1
31	CCOC(=O)Cn1c(CN2CCC(C)CC2)nc2c1c(=O)n(C)c(=O)n2C
32	CC1CCCN(S(=O)(=O)c2ccc(C(=O)N(C)C(C)c3nc4ccccc4s3)cc2)C1 (stereo unspecified)
assay / compound	25	26	27	28	29	30	31	32
hcGAS inh	-4	-5	-6	-1	-7	4	-7	0
NPYLR7 ag	8	-2	9	-5	0	-3	8	0
mcGAS inh	-3	/	-6	-1	-5	/	-8	-4

33	CC1(Cc2ccc(C(F)(F)F)nc2)C(=O)Nc2cc(-c3ccc(F)cc3F)ccc21 (stereo unspecified)
34	O=C(CCc1ccco1)N1CCN(Cc2ccc(-c3noc(-c4cccc(C(F)(F)F)c4)n3)cc2)CC1
35	O=C(NCc1cccc(F)c1)C(C1CCCC1)N1CCN(C(=O)c2ccc(Cl)c(Cl)c2)CC1 (stereo unspecified)
36	CCc1ccccc1NC(=O)Nc1ccc(Nc2cc(-n3ccnc3)ncn2)cc1
37	N#Cc1ccccc1CSc1nnc2ccccn12
38	O=C(C1CCOC1)N1CC(=O)N(C2CCCCC2)CC(OCc2ccccc2)C1 (stereo unspecified)
39	C=C(C)COc1cccc(C(=O)Nc2ncn[nH]2)c1
40	CCc1[nH]c(C(=O)NC(C)c2ccccc2F)c(C)c1C(=O)OC (stereo unspecified)
assay / compound	33	34	35	36	37	38	39	40
hcGAS inh	-2	-4	0	-5	-4	-6	-6	-9
NPYLR7 ag	4	27	-1	-12	0	5	0	8
mcGAS inh	-3	-3	/	-9	-5	-15	/	/

41	COc1ccc(NC(=O)N2CCc3cc(OC)c(OC)cc3C2c2cccc(Cl)c2)c(OC)c1 (stereo unspecified)
42	O=C(C1=CC=CN2CCS(=O)(=O)N=C12)N1CCN(c2ncccn2)CC1
43	COc1cc(C=C2N=C(c3ccccc3F)OC2=O)cc(OC)c1OCC(N)=O
44	CCc1nc2c(OCc3cccc(Cl)c3)cccn2c1N(C)C(=O)CC(C)C
45	N#Cc1cc(NC(=O)C(=O)NCCc2nccs2)ccc1F
46	Cc1cc(-c2nnc(NC(=O)c3ccn(C)n3)o2)nn1C
47	CC(=O)N1CCN(CC(=O)Nc2cccc(-c3nnc4n3CCCCC4)c2)CC1
48	O=C(c1ccccc1-c1ncc[nH]1)N1CCC2(CC1)C(=O)Nc1ccccc12
assay / compound	41	42	43	44	45	46	47	48
hcGAS inh	-5	-6	8	0	-6	-4	-10	-6
NPYLR7 ag	21	1	-2	-16	4	/	13	5
mcGAS inh	-7	-7	/	1	/	-6	/	/

49	CN1CC(=O)N(CC(=O)Nc2nccn2Cc2ccc(Br)cc2)C1=O
50	COc1ccc(-n2nnnc2SCCOc2ccc(Br)cc2)cc1
51	CC(C)(C)c1csc(N(CCC#N)CCC#N)n1
52	Cc1cc(C)c(S(=O)(=O)N2CCNC(=O)CC2c2ccccc2)c(C)c1 (stereo unspecified)
53	COc1ccc(F)c(CNS(=O)(=O)NCc2ccccc2)c1F
54	CCOCCCN(CC(=O)N(Cc1ccccc1)Cc1cccs1)C(=O)Nc1ccccc1Br
55	Cc1nnc(NC(=O)CC2CSc3nc4c(cnn4-c4ccccc4)c(=O)n32)s1 (stereo unspecified)
56	O=C(NCCN1C(=O)CSC1=O)C(c1ccccc1)N1CCCC1 (stereo unspecified)
assay / compound	49	50	51	52	53	54	55	56
hcGAS inh	-7	-2	-6	-6	-4	-3	-13	0
NPYLR7 ag	1	3	-4	6	4	/	1	0
mcGAS inh	-16	-6	-4	/	/	-4	-7	-2

57	Cc1oc(-c2ccccc2Cl)cc1C(=O)Nc1ccccc1
58	CCC1CN(C)c2ccccc2CN1C(=O)c1ccc(F)c(S(=O)(=O)N2CCC2)c1 (stereo unspecified)
59	O=C(NCc1cccc(OC(F)(F)F)c1)c1ccc(-c2cccc(C(F)(F)F)c2)s1
60	CN(C)C(C(=O)NCCS(=O)(=O)N(C)C)c1cccc(F)c1 (stereo unspecified)
61	CCCCCn1c(N2CCN(c3ccccc3)CC2)nc2c1c(=O)[nH]c(=O)n2C
62	COC(=O)CCCCCCC(=O)N1CCC(c2cn(Cc3cccc(F)c3)c3ccccc23)CC1
63	CSc1nc(N)nc(SC/C=C/c2ccccc2)c1C#N
64	Cc1cc(C)cc(-c2nc(SCC(=O)Nc3cc(C)on3)c3c(=O)n(C)c(=O)n(C)c3n2)c1
assay / compound	57	58	59	60	61	62	63	64
hcGAS inh	-7	-3	-11	0	-6	-3	12	-4
NPYLR7 ag	2	-9	5	15	2	29	-10	-5
mcGAS inh	-10	/	-11	/	-7	-8	6	-8

65	CCCCOc1ccc(C(=O)N(CC(=O)NCC(=O)Nc2cccc(C)c2)Cc2ccccc2)cc1
66	CCn1nc(C)c(Cn2ccnc2-c2cc(OC)c3c(c2)OCO3)c1C
67	C=CCNC(=O)Cn1c(CO)cnc1SCc1c(F)cccc1Cl
68	COc1cccc(CC2(CO)CCCN(Cc3ccccc3C(F)(F)F)C2)c1 (stereo unspecified)
69	CC(C)(CN1CCc2ccccc2C1)NS(=O)(=O)c1ccccc1
70	COC(=O)C1=C(C)N=c2s/c(=C/c3ccc(N(C)C)cc3)c(=O)n2C1c1ccc(F)cc1 (stereo unspecified)
71	CCOC(=O)c1cc(-c2ccc(N3CCN(C(=O)COc4ccc(Cl)cc4)CC3)cc2)n(-c2ccccc2Cl)n1
72	CCCCC(CCC#N)(CCC#N)C(C)=O
assay / compound	65	66	67	68	69	70	71	72
hcGAS inh	-4	-5	-2	-6	-5	-2	-4	6
NPYLR7 ag	-4	3	0	12	-23	2	22	-1
mcGAS inh	-5	-12	/	-3	/	-1	-6	/

73	O=C(c1ccccc1N1CCS(=O)(=O)CC1)N1C[C@H]2CC=CC[C@H]2C1
74	C=CCOCC(O)CN(CC(=O)N1CCc2sccc2C1COc1cccc(C)c1)CC1CC1 (stereo unspecified)
75	Cc1ccc(S(=O)(=O)NCc2cc(=O)[nH]c3ccccc23)c(F)c1
76	COC1(C(F)(F)F)NC(=O)N(C2CCCCC2)C1=O (stereo unspecified)
77	O=S(=O)(c1cc(F)ccc1N1CC[C@H](O)C1)C(F)(F)F
78	Cc1ccccc1C(=O)Nc1cccc(C2SCC(=O)N2c2ccc3c(c2)OCO3)c1 (stereo unspecified)
79	CCCOc1cc(Nc2ccc(NC(=O)Nc3ccccc3OC)cc2)nc(C)n1
80	COc1c(C)cnc2c1c(=O)n(CC(=O)NC(C)C)c(=O)n2C
assay / compound	73	74	75	76	77	78	79	80
hcGAS inh	-9	-3	-6	2	-9	-6	-3	-5
NPYLR7 ag	10	7	5	/	3	-5	32	1
mcGAS inh	-13	-6	/	0	/	-5	-7	-9

81	CC(C)c1cc(C2CCCN2C(=O)c2cnn3c2CCCC3)no1 (stereo unspecified)
82	CC(=O)Nn1cnc2c(cnn2C(C)(C)C)c1=O
83	Cn1c(O)c(ON2C(=O)c3ccccc3C2=O)n(-c2ccc(Br)cc2)c1=O
84	CC(C)CN1CCNC(=O)C1CC(=O)N(C)Cc1csc(C(C)C)n1 (stereo unspecified)
85	CCN(Cc1noc(CC(C)C)n1)Cc1cc2c(cc1Cl)OCO2
86	CC(=O)N1CCC(NC(=O)Cc2coc3cc4c(cc23)CCC4)CC1
87	O=c1c2nc(N3CCOCC3)sc2c(-c2cccs2)nn1Cc1ccccc1Cl
88	CCC(CC)C(=O)N1CCC2(CC1)CN(C/C=C/c1ccco1)CCN2C
assay / compound	81	82	83	84	85	86	87	88
hcGAS inh	-1	1	0	-4	-5	-10	-7	-3
NPYLR7 ag	8	6	10	9	19	-3	-2	-6
mcGAS inh	/	/	/	/	-12	-6	-12	-13

89	COc1ccc(C2=NN(C(C)=O)C(c3ccc(OC)cc3)C2)cc1 (stereo unspecified)
90	CCCCCC(=O)NN=Cc1c[nH]c2ccccc12
91	CC(Cc1cnccn1)NC(=O)c1ccc(OC2CCN(Cc3ccccn3)CC2)cc1 (stereo unspecified)
92	CN(C)c1ccc(O)c2c1CC1CC3[C@@H](N(C)C)C(=O)C(C(N)=O)C(=O)[C@]3(O)C(=O)C1=C2O (stereo partly specified)
93	CC(C)CC1(C)NC(=O)N(CC(=O)Nc2ccc(C#N)cc2)C1=O (stereo unspecified)
94	Cc1ccc(Cn2nc3n(Cc4ccccc4)c(=O)c4ccc(C(=O)NC(C)C)cc4n3c2=O)cc1
95	CCCCOc1ccccc1C1NC(=O)NC(C)=C1C(=O)OCC (stereo unspecified)
assay / compound	89	90	91	92	93	94	95
hcGAS inh	-11	-2	1	7	6	-8	1
NPYLR7 ag	-7	-7	-1	-8	-2	2	-2
mcGAS inh	-5	/	-3	0	/	-7	/

High-throughput results from PubChem.
